LEDGF integ inh = blocks HIV-1 LEDGF/p75-dependent DNA integration; 0.64% of 370,000 active; TR-FRET IN-LEDGF/p75 DNA integration, Eu/Cy5; AID 743269; inhibition, % at 3.7 µM;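 active = inhibition above the screen-wide mean plus 3 SD, cut at about 13% in these data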;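 also: signal is the Cy5 over europium emission ratio at 671 and 618 nm; 0% = plate median of compound wells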
Tn6 DDE FP = DD(E)-Tn6 binding inhibition, primary FP screen; P02675; Fibrin DD(E) TRITC-Tn6 fluorescence polarization displacement; inhibition, % at 8.3 µM; 0.21% of 370,000 active;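 active = inhibition above a per-campaign cutoff: mean of compounds within control limits plus 3 SD, cut at about 15% in these data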;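 also: 0% = median of all compound wells on the plate and 100% = blocking peptide control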
Tn7 DDE FP = disrupts Tn7 cyclic peptide binding to fibrin D-Dimer-E complex | FP displacement of FITC-Tn7 peptide from fibrin DD(E); 0% = median of compound wells per plate | 0.13% of 370,000 active | inhibition, % at 8.3 µM;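 active = inhibition above the mean of compounds falling within the control limits plus 3 SD of them, cut at about 14% in these data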;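 also: 0% = plate median of compound wells and 100% = 10 µM Aha-Tn7 peptide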
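Test system – human fibrin DD(E) · Times – 10 min preincubation, 3 h with tracer, room temperature · Detection – fluorescence polarization of the labelled Tn7 tracer · Measure – percent inhibition normalized to high-control wells · Benchmarks – high control wells with 10 µM unlabelled Aha-Tn7 peptide (full inhibition) · Repeats – singlicate testing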
PLCg1 inh = inhibitors of human phospholipase C gamma1. P19174. purified PLC-gamma1, fluorogenic substrate, fluorescence. inhibition, % at 12.2 µM. 0.84% of 370,000 active; in the data active = inhibition above about 9.5%
Target sequence (P19174 whole entry, looked up): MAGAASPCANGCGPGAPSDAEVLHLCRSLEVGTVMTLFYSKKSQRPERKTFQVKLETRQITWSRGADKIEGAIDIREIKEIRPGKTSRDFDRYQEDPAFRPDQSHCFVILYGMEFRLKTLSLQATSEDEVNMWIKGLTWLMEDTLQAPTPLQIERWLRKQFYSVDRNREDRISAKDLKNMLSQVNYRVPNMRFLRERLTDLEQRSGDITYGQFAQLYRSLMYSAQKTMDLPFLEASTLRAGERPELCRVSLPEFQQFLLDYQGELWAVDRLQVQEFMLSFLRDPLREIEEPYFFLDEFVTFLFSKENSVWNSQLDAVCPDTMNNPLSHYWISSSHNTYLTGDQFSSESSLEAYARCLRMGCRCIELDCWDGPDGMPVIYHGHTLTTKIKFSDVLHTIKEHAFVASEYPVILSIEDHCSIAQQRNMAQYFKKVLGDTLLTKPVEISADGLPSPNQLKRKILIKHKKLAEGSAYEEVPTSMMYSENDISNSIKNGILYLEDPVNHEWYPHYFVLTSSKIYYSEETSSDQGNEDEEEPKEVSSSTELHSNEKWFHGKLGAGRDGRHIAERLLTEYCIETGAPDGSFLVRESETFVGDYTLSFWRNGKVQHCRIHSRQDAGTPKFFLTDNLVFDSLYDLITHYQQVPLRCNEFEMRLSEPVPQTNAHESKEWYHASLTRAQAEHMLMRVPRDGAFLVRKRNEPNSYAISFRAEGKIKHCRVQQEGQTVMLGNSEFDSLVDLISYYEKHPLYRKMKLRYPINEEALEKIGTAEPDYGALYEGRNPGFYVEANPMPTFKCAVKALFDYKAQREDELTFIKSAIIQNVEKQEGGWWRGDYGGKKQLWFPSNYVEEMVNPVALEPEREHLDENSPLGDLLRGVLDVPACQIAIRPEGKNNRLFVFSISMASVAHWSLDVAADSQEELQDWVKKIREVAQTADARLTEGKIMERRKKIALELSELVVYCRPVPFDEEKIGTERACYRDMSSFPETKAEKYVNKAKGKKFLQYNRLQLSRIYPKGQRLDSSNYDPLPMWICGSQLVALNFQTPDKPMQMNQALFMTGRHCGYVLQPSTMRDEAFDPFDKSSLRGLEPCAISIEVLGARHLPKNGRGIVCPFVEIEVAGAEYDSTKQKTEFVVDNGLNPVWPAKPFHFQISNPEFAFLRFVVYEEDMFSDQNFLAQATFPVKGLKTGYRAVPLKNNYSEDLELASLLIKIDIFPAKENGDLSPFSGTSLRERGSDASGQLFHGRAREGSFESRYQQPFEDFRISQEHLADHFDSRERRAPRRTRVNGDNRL
TDP2 inh = blocks human TDP2 phosphodiesterase activity; O95551; 0.34% of 370,000 active; recombinant TDP2, T5PNP hydrolysis, p-nitrophenol absorbance 415 nm; AID 720702; inhibition, % at 12.8 µM;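 active = inhibition above the mean of all tested compounds plus 3 SD, set per campaign, cut at about 25% in these data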;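 also: 0% = DMSO with enzyme and 100% = buffer with substrate but no TDP2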
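test system = human TDP2 enzyme | input = TDP2 enzyme at 120 nM final | medium = 50 mM Tris-HCl pH 7.5 with Mg2+, KCl, DTT, BSA | also added = T5PNP substrate, 5 mM | times = 2 h at 37 °C | technique = epi absorbance | benchmarks = high control without enzyme, low control DMSO plus TDP2 | replication = each compound tested once, singlicate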
ADAM17 inh = inhibitors of human ADAM17 | inhibition, % at 6.95 µM | P78536 | 0.83% of 370,000 active | AID 720648 | recombinant ADAM17, EDANS/DABCYL FRET peptide cleavage;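 active = inhibition above the mean of compounds lying between control limits plus 3 SD, set per campaign, cut at about 8.5% in these data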;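 also: 0% = DMSO-only wells as the low control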
KLK7 zymogen act = proKLK7 (human) activation, primary screen; P49862; purified proKLK7, EDANS-DABCYL substrate fluorescence; 100% is mature enzyme control, 0% vehicle; activation, % at 7 µM; 0.9% of 370,000 active;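 active = activation above the mean of all tested compounds plus 3 SD, computed per campaign excluding outliers beyond control limits, cut at about 13% in these data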
ADAM10 inh = ADAM10 inhibition, QFRET primary screen; recombinant ADAM10, EDANS/DABCYL FRET peptide cleavage, 3 h; inhibition, % at 7 µM; 0.62% of 370,000 active; AID 720582;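 active = inhibition above a per-campaign cutoff equal to the mean of compounds falling between control-based bounds plus 3 SD, cut at about 20% in these data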;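 also: 0% = DMSO wells while the 100% control is not disclosed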
ASAP1 GAP inh = inhibitors of human ASAP1 ArfGAP activity; Q9ULH1; ASAP1-stimulated ARF1 GTP hydrolysis, GDP FP detection; inhibition, % at 16.5 µM; 0.19% of 360,000 active; AID 624377; in the data active = inhibition above about 25%;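 also: 0% = vehicle with enzyme and substrate and 100% = no enzyme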
ARFGAP1 inh = rat ARFGAP1 inhibition | AID 651572 | Arfgap1-stimulated ARF1 GTP hydrolysis, GDP FP detection | Q62848 | 0.26% of 360,000 active | inhibition, % at 16.5 µM;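 active = inhibition above a per-plate limit, mean inhibition of low control wells plus 3 SD, cut at about 25% in these data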;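 also: 0% = DMSO wells with enzyme and 100% = wells lacking Arfgap1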
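Replicates: Single well per compound | Assay system: Truncated rat Arfgap1 GAP domain | Control set: No-Arfgap1 wells (100%) versus DMSO full-reaction wells (0%) | Times: Enzyme reaction 120 min at 25 °C after 20 min preincubation | Reagent: Human ARF1(Δ1-17)-GTP substrate | Measured by: Tracer-displacement fluorescence polarization with EDTA stop, 620/688 nm | Measure: Percent inhibition of Arfgap1-stimulated GTP hydrolysis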
* marks the source's active call; other numbers are inactive results; / = not tested or not shown.

SMILES	LEDGF integ inh	Tn6 DDE FP	Tn7 DDE FP	PLCg1 inh	TDP2 inh	ADAM17 inh	KLK7 zymogen act	ADAM10 inh	ASAP1 GAP inh	ARFGAP1 inh
Cc1ccc(-c2cccc(=O)o2)cc1	-0.9	-8.2	-8.7	3.6	3.0	0.4	0.1	-4.7	1.9	3.1
NC(=O)C1CCN(C(=O)c2cn(-c3ccccc3)nc2-c2cccnc2)CC1	3.4	-5.3	-8.6	2.6	-18.1	3.4	0.1	-3.9	1.5	2.7
O=P(OC1CCS(=O)(=O)C1)(c1ccccc1)c1ccccc1 (configuration not stated)	-2.2	-6.3	-5.2	7.8	-7.5	-3.7	-0.3	-13.4	3.2	26.6*
COc1cc(NC(=O)[C@@H](NC(=O)c2ccco2)C(C)C)c(OC)cc1NC(=O)c1ccccc1	0.1	-1.5	3.8	-3.1	0.5	-1.9	0.4	1.6	-2.4	11.5
CC(CC(=O)Nc1cccc(F)c1)S(=O)(=O)c1ccc2c(c1)NC(=O)CO2 (configuration not stated)	4.8	-1.1	-0.6	-0.1	5.9	-0.7	0.2	1.7	-4.8	3.1
Cc1ccc(S(=O)(=O)Nc2ccccc2CNc2c(C)n(C)n(-c3ccccc3)c2=O)cc1	3.7	-0.7	-0.3	-263.8	14.9	-0.6	-1.4	-0.2	-2.6	-10.0
CCOC(=O)C1(CCOc2ccccc2)CCN(Cc2ccc(O)cc2)CC1	4.2	-1.7	-5.7	3.7	-10.9	-1.4	-0.4	-1.4	-5.9	11.6
CN(C)CCCNC(=S)NCCNc1nc2cc3c(cc2cc1C#N)OCO3	-6.9	5.1	1.0	-57.3	-4.9	-113.1	2.3	-362.2	-8.6	8.7
Cc1ccc(C(=O)/C=C/c2ccccc2)o1	-3.3	8.6	4.0	2.5	-0.8	-0.3	0.3	7.9	-5.2	-1.4
O=C(OCC(=O)c1cccs1)C1=COCCO1	-0.3	2.4	4.4	-1.7	-0.2	-4.2	-0.1	-1.2	3.5	-6.6
COC(=O)[C@]12C[C@H](CC(=O)NCc3cccs3)C(=O)N(Cc3ccccc3)C1=C[C@H](COCc1ccccc1)O[C@@H]2C	-5.5	1.1	1.7	1.4	0.6	-1.5	0.7	-0.4	/	/
CCN1CCCCC(=N/O)/C(=N/O)CCCC1	1.8	4.2	1.9	-1.1	3.0	-4.5	0.2	-0.3	-6.2	-7.5
CN(C)CCCNCCCNC(=O)c1ccncc1	-2.9	-0.8	-2.6	-0.7	6.9	-1.7	0.4	4.6	-0.5	-3.7
COc1cccc2c1C1(O)C2CCCCCCCCCC12OCCCO2 (configuration not stated)	0.0	2.5	-5.6	2.0	-1.2	1.4	1.1	7.6	-5.1	9.3
NC(=O)c1cccn1Cc1cccc(Cl)c1	-2.9	4.8	3.9	-6.8	2.7	-5.4	-0.1	-11.7	-1.7	-4.2
N#CC1(NC(=O)CN2C(=O)NC(Cc3c[nH]c4ccccc34)C2=O)CCCCC1 (configuration not stated)	3.4	-4.4	2.5	-2.3	7.2	-2.1	-0.2	0.8	11.7	-3.5
CCn1c(C)c(C)c2cc(C(=O)N3CCCC3)ccc21	-1.4	1.0	2.3	-4.4	-4.2	-4.0	-0.3	-1.4	8.5	-3.3
O=C(NNc1ccc(Cl)nn1)c1ccc(Cl)cc1	-4.3	0.5	-2.8	-0.3	-1.1	-0.5	-0.1	-4.3	-2.9	5.6
CCN(CC(=O)NCc1ccncc1)S(=O)(=O)c1cc(Cl)ccc1Cl	-1.8	4.5	-0.4	0.7	-11.3	2.1	0.2	7.6	-0.5	-1.7
C=CCOCCN1C(=O)C2C(c3ccccc3)C=CC(c3ccccc3)C2C1=O (configuration not stated)	0.9	-9.2	-4.5	-60.1	-9.1	-1.1	0.1	-0.3	8.0	10.7
Cn1c(SCC(=O)c2c(N)n(C)c(=O)n(C)c2=O)nnc1-c1ccccc1F	-0.2	-3.7	6.0	-1.2	1.8	-0.9	0.2	-1.6	-7.5	-6.5
CCOC1=C2[C@@H](CN(S(=O)(=O)c3ccccc3)[C@H]2c2ccccc2)[C@H]2C(=O)N(c3ccccc3)C(=O)[C@H]2C1	3.9	-0.5	-3.0	-3.5	6.5	-1.8	0.1	2.5	1.0	9.2
Brc1ccccc1C1CC(c2ccccc2)=Nc2ccccc2N1 (configuration not stated)	-0.3	0.3	1.3	-46.8	8.8	-13.3	-1.8	-50.8	3.0	-1.5
c1coc(C2OCC3(CO2)COC(c2ccco2)OC3)c1 (configuration not stated)	3.2	-0.5	-3.2	2.6	-1.0	0.5	-0.2	-1.0	1.4	-6.5
COc1ccccc1NC(=O)Cn1nnc(C(=O)NCc2cccs2)c1N	1.0	-8.8	11.3	0.3	2.5	-1.1	0.1	3.2	-11.3	-0.7

Whole records, looked up by structure.
`CC(CC(=O)Nc1cccc(F)c1)S(=O)(=O)c1ccc2c(c1)NC(=O)CO2` (configuration not stated) is listed with LEDGF integ inh: 4.8; Tn6 DDE FP: -1.1; Tn7 DDE FP: -0.6; PLCg1 inh: -0.1; TDP2 inh: 5.9; ADAM17 inh: -0.7; KLK7 zymogen act: 0.2; ADAM10 inh: 1.7; ASAP1 GAP inh: -4.8; ARFGAP1 inh: 3.1
`COc1cccc2c1C1(O)C2CCCCCCCCCC12OCCCO2` (configuration not stated) is listed with LEDGF integ inh: 0.0; Tn6 DDE FP: 2.5; Tn7 DDE FP: -5.6; PLCg1 inh: 2.0; TDP2 inh: -1.2; ADAM17 inh: 1.4; KLK7 zymogen act: 1.1; ADAM10 inh: 7.6; ASAP1 GAP inh: -5.1; ARFGAP1 inh: 9.3

Next structures.
SMILES	LEDGF integ inh	Tn6 DDE FP	Tn7 DDE FP	PLCg1 inh	TDP2 inh	ADAM17 inh	KLK7 zymogen act	ADAM10 inh	ASAP1 GAP inh	ARFGAP1 inh
O=C(Nc1nc(=S)ss1)c1ccc(Cl)cc1Cl	2.5	4.9	-0.7	0.1	0.9	-5.4	-0.8	-8.0	6.4	1.4
CC(C)CCn1c(-c2nonc2N)nc2ccccc21	-0.4	-5.4	1.7	-4.8	-1.1	0.3	-0.3	10.4	-7.8	10.1
COc1ccc(C(=O)O)cc1S(=O)(=O)NC(C)C12CC3CC(CC(C3)C1)C2 (configuration not stated)	3.7	-0.3	-4.6	-2.1	3.5	-7.0	0.4	1.5	-10.6	-0.6
CCOc1ccc(C2NC(=O)c3sc(=S)n(-c4ccccc4)c3N2)cc1 (configuration not stated)	5.2	-7.3	-4.0	7.1	-12.1	2.4	-0.4	-2.8	-7.4	-6.4
COc1ccc(NC(=O)COC(=O)c2cccc(S(=O)(=O)N3CCCCC3)c2)c(OC)c1	4.6	0.5	-8.3	-2.9	9.1	-1.7	-0.8	4.8	-4.5	9.0
COc1ccc(C2CC(=O)NC3=C2C(=O)CCC3)cc1Cl (configuration not stated)	-0.9	11.5	4.7	-0.5	1.8	0.8	0.4	0.4	-4.1	-5.5
COc1cccc(NC(C)=[N+](C)CCNS(=O)(=O)c2ccc(Cl)cc2)c1	-5.4	-5.8	2.7	-5.8	7.1	-5.1	-0.2	12.6	-1.1	-4.8
O=C(CCCC(=O)N(CC(=O)NC1CCCCC1)c1ccc(F)cc1)Nc1ccccn1	0.1	0.7	5.8	2.1	7.1	-3.5	-0.1	-0.1	-2.0	2.9
Cn1c(N)c(C(=O)COC(=O)CN2C(=O)c3ccccc3C2=O)c(=O)n(C)c1=O	-2.6	4.0	-4.5	-2.8	6.3	-1.6	0.2	-1.4	-13.8	1.4
CCOC(=O)CCCNc1ccc([N+](=O)[O-])cc1[N+](=O)[O-]	2.9	0.4	3.8	1.6	-10.2	-5.2	-0.8	-6.0	1.1	8.1
O=C(/C=C/c1ccccc1)NCCc1ccc2c(c1)OCCO2	5.1	3.8	4.0	0.1	0.1	-3.0	0.0	-5.9	1.7	21.1
COC(=O)c1cc2ccsc2n1Cc1nc(-c2cccc(Cl)c2)oc1C	1.2	-7.7	-1.7	0.4	-1.0	-1.6	-0.1	-3.9	9.2	2.5
FC(F)(F)c1nnc2n1N=C(c1ccccc1)CS2	4.0	9.8	-6.5	2.4	4.6	2.6	0.4	5.6	-6.4	3.3
COc1nc(C)ccc1-c1noc(-c2ccco2)n1	-3.6	6.8	-7.1	2.8	0.3	1.2	0.7	-3.0	-13.4	2.4
Cc1[nH]nc(SCC(=O)N2CCCCC2)c1[N+](=O)[O-]	-4.6	-2.1	3.0	-0.1	-5.9	-1.6	-0.1	-7.6	-5.5	-10.8
COc1cccc(N2CC(C(=O)Nc3nnc(SCc4ccccn4)s3)CC2=O)c1 (configuration not stated)	-0.4	-1.0	-0.1	-7.3	2.1	-6.8	0.1	-8.6	2.9	-0.1
Cc1nn(-c2ccccc2)c2nc(C(Cl)(Cl)Cl)[nH]c(=O)c12	0.9	5.5	-4.3	0.2	14.3	0.6	0.2	4.4	2.3	0.1
NC(=O)CC(NC(=O)c1cccc(Br)c1)c1ccc(N2CCC(N3CCCC3)CC2)c([N+](=O)[O-])c1 (configuration not stated)	0.7	-3.4	9.9	-5.9	-2.5	-3.7	0.1	-3.2	-3.7	-5.1
CCOC(=O)C1=C(N)OC(C)=C(C#N)C1c1ccco1 (configuration not stated)	3.5	-3.8	-9.2	-1.8	-11.0	1.9	-0.7	-7.0	-2.3	8.7
CCOc1ccccc1NC(=O)CN1c2cccc3cccc(c23)S1(=O)=O	1.4	-10.1	-0.7	-273.8	-8.0	-63.0	-6.8	-220.2	8.8	1.4
CN(Cc1ccccc1)CC(O)COc1ccc(CNCc2cccnc2)cc1 (configuration not stated)	1.9	5.5	-6.7	1.3	6.2	-3.8	-0.2	0.1	-0.3	-2.1
COc1ccccc1C(O)(c1ccccc1)C(CN1CCOCC1)c1ccccc1 (configuration not stated)	1.2	0.7	-8.3	-2.5	-1.9	1.8	-0.5	-3.8	5.5	10.2
COCCCNC(=O)C[C@H]1C(=O)N(Cc2ccc(OC)cc2)C2=CCCCC[C@@]21C(=O)OC	5.1	11.3	-12.1	7.0	-11.3	5.0	-0.3	3.6	/	/
CCOC(=O)[C@@H]1[C@H]2COc3ccccc3[C@@H]2N2C(=O)N(c3ccc(Cl)cc3)C(=O)[C@]12C	-0.7	-9.0	0.2	-0.3	1.6	1.8	0.3	8.6	11.2	13.6
Nc1c(C(=O)NCc2ccc3c(c2)OCO3)nnn1-c1ccc(OC(F)(F)F)cc1	1.3	8.3	3.0	4.3	7.4	4.2	0.4	16.0	15.6	2.9
COc1cccc(Oc2ncnc(N)c2[N+](=O)[O-])c1	-5.2	4.9	-3.2	0.3	14.3	-3.3	0.6	-2.7	5.9	-3.8
